Screening data as filed in PubChem.
T cell HTS – modulates CD8 T cell binding to vesicles; AID 2052; 330,000 tested, 0.068% active; 2C CD8+ T cell-vesicle binding, flow cytometry; active compounds read low; calls only at 7 µM;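 active = response, share of CD8 T cells binding vesicles, and their 90th percentile fluorescence all below set limits, cut at about 80% in these data, passing the limit was not always enough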
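Benchmarks: naked versus QL9-loaded vesicles / Assay system: purified 2C TCR transgenic mouse naive CD8+ T cells / Technique: high-throughput flow cytometry with anti-B7-1 and anti-CD8 staining / Timing: Cell–vesicle co-incubation 1.5 h at 37 °C, staining 20 min on ice / Read-out: percent CD8+ FL2 mean versus row control / Probe or stimulus: QL9-loaded Drosophila micro-vesicles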
GPR55 antagonists – inhibition of LPI-stimulated GPR55 beta-arrestin translocation – imaging, U2OS, beta-arrestin-GFP, LPI agonist, primary screen (AID 2013). inhibition, % at 10 µM; hits with a dose series show IC50 in µM. U2OS GPR55 beta-arrestin-GFP translocation imaging, LPI antagonism; higher % means a stronger effect. 290,000 tested, 0.13% active;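 active = spots per cell inhibited over 60%, with over 100 cells counted and total cytoplasm intensity under 500,000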;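 note: U2OS cells stably carrying GPR55 and arrestin-GFP stimulated by 5 µM LPI near EC80; imaged beta-arrestin-GFP aggregate spots per cell after agonist stimulation; plate controls were LPI-stimulated DMSO wells for no effect and DMSO wells without LPI for full effect; some results filed as inactive read as strong as hits; confirmed hits need IC50 under 10 µM and bright autofluorescent wells are also inconclusive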
HEK293 NOD2/NF-kB – inhibition of NOD2-driven NF-kB reporter – cell-based, luminescence, uHTS, HEK293 (AID 1566) | one-dose inhibition, % at 4 µM; EC50 in µM for titrated hits | HEK293 NOD2/NF-kB luciferase reporter, luminescence; higher % means a stronger effect | 290,000 tested, 0.63% active; note: many of its hits are not listed in these tables
NOD1 NF-kB reporter – NOD1 signaling inhibitors, primary screen, cell-based, luminescence, uHTS (AID 1578); NOD1-driven NF-kB luciferase reporter cells, luminescence; higher % means a stronger effect; inhibition, % at 4 µM, or EC50 in µM where a hit was titrated; 290,000 tested, 1% active; in the data active = inhibition mostly above about 36%, no sharp cut-off; inactive = mostly below about 34%;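 note: HEK-293T reporter cells stimulated with the NOD1 agonist gamma-tri-DAP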
GPR55 beta-arrestin – selective activators of receptor GPR55 – imaging, U2OS cells, beta-arrestin-GFP redistribution, primary screen (AID 1961). activation, % at 10 µM; hits with a dose series show EC50 in µM. U2OS GPR55 beta-arrestin-GFP redistribution imaging; higher % means a stronger effect. 290,000 tested, 0.048% active;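 active = activation above 40% with more than 50 cells counted in the well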;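 note: U2OS osteosarcoma cells stably expressing GPR55 and beta-arrestin-GFP; plate controls were DMSO negative control for no effect and LPI positive control for full effect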
Myeloid diff 2 – promotes myeloid progenitor differentiation. 360,000 tested, 1% active. calls only at 10 µM. ER-HoxA9 myeloid progenitors, lysozyme-GFP differentiation, flow cytometry;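 active = normalized GFP-positive differentiation at or above the plate's own cutoff, the solvent-only control mean plus 3 SD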;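 note: cells exposed to compound for four days before flow analysis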
KOR beta-arrestin-1 – kappa opioid receptor blockers – cell-based, luminescence, uHTS (AID 1778) | KOR beta-arrestin recruitment, luminescence, antagonist mode; higher % means a stronger effect | inhibition, % at 10 µM; hits with a dose series show IC50 in µM | 290,000 tested, 0.091% active; note: strong numbers were not always called active
NTR1 agonist – NTR1-driven beta-arrestin-GFP spot formation – imaging, U2OS cells, high content, primary screen (AID 493036) | agonist mode | activation, % at 20 µM | 330,000 tested, 0.17% active;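 active = activation at or above 40% of the spot to cytoplasm intensity ratio, with at least 20 cells analyzed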;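 note: 0% = DMSO without peptide and 100% = 100 nM NTR1 peptide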
Target sequence (P30989 whole entry, looked up): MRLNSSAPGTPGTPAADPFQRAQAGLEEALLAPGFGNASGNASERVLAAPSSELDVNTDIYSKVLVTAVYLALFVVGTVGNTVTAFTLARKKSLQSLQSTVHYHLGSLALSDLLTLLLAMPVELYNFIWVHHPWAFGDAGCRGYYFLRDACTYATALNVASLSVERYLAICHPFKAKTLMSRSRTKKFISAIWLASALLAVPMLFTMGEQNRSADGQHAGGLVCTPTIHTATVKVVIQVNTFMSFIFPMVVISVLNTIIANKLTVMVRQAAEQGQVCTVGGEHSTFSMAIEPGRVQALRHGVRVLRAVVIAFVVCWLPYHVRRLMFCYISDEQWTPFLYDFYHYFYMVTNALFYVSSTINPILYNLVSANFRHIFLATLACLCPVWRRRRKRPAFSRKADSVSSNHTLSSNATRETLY
KOR beta-arrestin-2 – KOR agonists, beta-arrestin recruitment, primary screen, cell-based, luminescence, uHTS (AID 1777) | one-dose activation, % at 10 µM; EC50 in µM for titrated hits | 280,000 tested, 0.02% active | KOR beta-arrestin recruitment, luminescence; higher % means a stronger effect; in the data active = activation above about 50%, passing the limit was not always enough; note: a part of the inactive calls stands beside numbers as strong as those of hits
T cell HTS vesicle-bound % – second read-out of T cell HTS, no call of its own (marks repeat the call); double positive events, %; measured here: CD8+ vesicle-bound cell fraction;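 binding gate set so that unloaded-vesicle control wells show 10% double positive cells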
NTR1 agonist cell count 20 µM – further read-out of NTR1 agonist, marked with its call; cell count; measured here: cell count, cytotoxicity flag
Myeloid diff 2 GFP+ MAC1+ % – recorded beside Myeloid diff 2, whose call it bears; GFP+ MAC1+ double positive, %; measured here: differentiation confirmed by MAC1 staining
* marks the source's active call; other numbers are inactive results; i = inactive; / = not tested or not shown; [ ] = dose if it differs, or a comment. Cut-off read from the data, not from the text of the source, unless noted: active = inhibition above about 50%; inactive = the rest.

The first 2 entries (preview)
SMILES | T cell HTS | T cell HTS vesicle-bound % | GPR55 antagonists | HEK293 NOD2/NF-kB | NOD1 NF-kB reporter | GPR55 beta-arrestin | Myeloid diff 2 | Myeloid diff 2 GFP+ MAC1+ % | KOR beta-arrestin-1 | NTR1 agonist | NTR1 agonist cell count 20 µM | KOR beta-arrestin-2
CC(C)(C)c1cc(CCC(=O)NCCc2ccccn2)cc(C(C)(C)C)c1O | i | 32.9 | 2.5% | 10.8% | -9.5% | 0.2% | i | 0.7 | 10.5% | 0.2 | 61 | -2.9%
N#CN(CC(N)=O)c1nc(N2CCCCC2)nc(N2CCCCC2)n1 | i | 30.2 | 5.8% | 18.3% | 16.7% | 0.3% | i | 1.1 | -21.2% | 3.3 | 59 | -0.8%

The list itself (from the top)
SMILES | T cell HTS | T cell HTS vesicle-bound % | GPR55 antagonists | HEK293 NOD2/NF-kB | NOD1 NF-kB reporter | GPR55 beta-arrestin | Myeloid diff 2 | Myeloid diff 2 GFP+ MAC1+ % | KOR beta-arrestin-1 | NTR1 agonist | NTR1 agonist cell count 20 µM | KOR beta-arrestin-2
CC(C)(C)c1cc(CCC(=O)NCCc2ccccn2)cc(C(C)(C)C)c1O | i | 32.9 | 2.5% | 10.8% | -9.5% | 0.2% | i | 0.7 | 10.5% | 0.2 | 61 | -2.9%
N#CN(CC(N)=O)c1nc(N2CCCCC2)nc(N2CCCCC2)n1 | i | 30.2 | 5.8% | 18.3% | 16.7% | 0.3% | i | 1.1 | -21.2% | 3.3 | 59 | -0.8%
COc1ccc(Nc2ccc(Cl)cc2)c(C(=O)O)c1 | i | 43.6 | -2.8% | 24.8% | -18.0% | 0.0% | i | 0.2 | -20.4% | -0.7 | 46 | 2.9%
COc1ccc(Cl)cc1NC(=O)CCNC(=O)Cn1ccc2ccccc2c1=O | i | 7.4 | -3.8% | 14.6% | -7.5% | -0.1% | i | 0.8 | -10.8% | 0.5 | 68 | 1.3%
O=C(NCc1ccccc1)C(c1ccccc1)N(C(=O)c1csnn1)C1CC1 (stereo unspecified) | i | 40.5 | 5.2% | -11.5% | -31.1% | 0.0% | i | 0.2 | -27.4%[20 µM] | -0.4 | 25 | -3.2%
COc1ccc(Nc2nc(-c3ccccc3)nc3ccccc23)c(OC)c1 | i | 55.9 | 9.5% | -19.4% | -11.4% | 0.2% | i | 0.2 | 4.9% | 11.9 | 82 | -2.9%
C/C=C\C=C/C(=O)Nc1cccc(C2=NOC3(C2)C[C@@H](C(N)=O)N(C(=O)/C=C/CC)C3)c1 (stereo partly specified) | i | 25.7 | -2.4% | 3.5% | -5.4% | -0.1% | i | 1.9 | 3.0% | 0.1 | 99 | -0.4%
O=C(O)CCCNC(=O)c1ccc(NC(=O)Cc2ccc(Cl)cc2)cc1 | i | 56.2 | -0.4% | 10.2% | 17.2% | 0.2% | i | 0.1 | -39.3% | 1.2 | 31 | 6.2%
CCc1ccc(NC(=O)CN(c2ccc3c(c2)OCO3)S(=O)(=O)c2c(C)noc2C)cc1 | i | 48.2 | -6.8% | -20.8% | 14.2% | -0.1% | i | 1.6 | -5.9% | -0.1 | 63 | 2.6%
COc1ccc2[nH]c3c(NCCN(C(C)C)C(C)C)ncnc3c2c1 | i | 18.3 | 8.9% | 1.1% | 5.0% | -0.2% | i | 1.1 | 14.0% | 2.8 | 32 | -4.9%
Cc1cc(C(=O)OCn2nnc3ccccc3c2=O)c(C)o1 | i | 41.7 | 1.7% | -43.1% | -15.1% | -0.2% | i | 0.2 | 1.0% | -2.6 | 88 | 3.5%
O=C(c1ccc(-c2ccccc2)c(F)c1)C1CCCN(CCCn2cccn2)C1 (stereo unspecified) | i | 27.8 | -3.9% | -17.9% | -3.1% | 0.0% | i | 0.6 | -50.8% | 0.3 | 52 | 10.1%
Cc1ccc(NC(=O)CSc2nnc(C)n2-c2ccccc2)cc1 | i | 29.1 | -1.7% | 5.9% | -20.2% | -0.4% | i | 0.8 | 26.3% | -0.6 | 65 | 0.5%
CCN(CC)c1ccc(C2NCC(c3ccc([N+](=O)[O-])cc3)O2)cc1 (stereo unspecified) | i | 9.8 | 4.1% | -29.5% | 30.9% | -0.3% | i | 0.6 | 15.9% | 0.5 | 47 | -3.9%
Cc1ccc(N2C(=O)CC(Sc3ccccc3C(=O)O)C2=O)c([N+](=O)[O-])c1 (stereo unspecified) | i | 31.9 | 4.6% | 18.2% | -11.5% | -0.1% | i | 0.6 | -30.6%[20 µM] | -0.8 | 40 | -13.6%
COC1CCCN(C(=O)c2ccc(OC3CCN(S(=O)(=O)N(C)C)CC3)cc2)C1 (stereo unspecified) | i | 12.2 | -1.8% | 3.7% | -21.7% | -0.1% | i | 3.9 | -26.5% | -0.1 | 78 | -0.3%
O=C(CSc1n[nH]c(-c2ccccc2F)n1)NCC(=O)Nc1ccc(F)c(F)c1F | i | 58.9 | -1.2% | 4.0% | -29.7% | 0.8% | i | 0.9 | 3.6% | -0.6 | 51 | -4.2%
CCCC(c1nnnn1CS(=O)(=O)c1ccc(C)cc1)N1CCN(C2CCCC2)CC1 (stereo unspecified) | i | 12.2 | -1.6% | -16.6% | -13.3% | 1.1% | i | 0.4 | -10.2% | -0.2 | 34 | -1.0%
CCOC(=O)c1csc(NC(=O)C2CCCCC2)n1 | i | 43.4 | 0.9% | -17.9% | -32.1% | -0.1% | i | 1.4 | -1.0% | -0.2 | 66 | -1.7%
Cc1nn(-c2ccccc2)c2c1C(c1c(C)[nH]c(C#N)c1C)C(C#N)=C(N)O2 (stereo unspecified) | i | 36.8 | 25.9% | -14.9% | -21.2% | 0.0% | i | 1.3 | 37.8% | 0.8 | 66 | -4.5%
O=C(NCc1cccc(Cl)c1)c1cccc(OC2CCN(C(=O)C3CC3)CC2)c1 | i | 10.7 | 8.2% | 34.5% | 5.2% | 0.3% | i | 0.5 | 6.5% | -0.4 | 72 | 2.0%
O=C(Cn1nnc(-c2ccccc2)n1)N/N=C/c1ccco1 | i | 38.2 | -4.0% | 11.2% | -35.5% | 0.4% | i | 0.2 | -12.7% | -0.2 | 39 | -1.1%
O=C(Cc1ccc(Cl)c(Cl)c1)Nc1cccnc1 | i | 13.3 | -5.7% | 6.2% | -20.4% | 0.2% | i | 2.6 | -13.1% | 1.5 | 51 | -2.5%
Cc1nnc(N2CCN(Cc3ccccc3)CC2)[nH]c1=O | i | 54.6 | 4.7% | 5.7% | -14.4% | -0.1% | i | 0.8 | 26.1% | 1.4 | 54 | -2.1%
Cc1nnsc1C(=O)NCc1c(F)cccc1Cl | i | 18.3 | 10.7% | 30.9% | -0.6% | -0.1% | i | 0.7 | 2.6% | / | / | 7.4%
CCc1cccc(NC(=O)c2ccc(Cn3c(=O)[nH]c4ccsc4c3=O)cc2)c1 | i | 24.9 | -11.0% | -1.9% | 42.2% | -0.3% | i | 3.4 | -20.8% | -0.2 | 99 | 4.3%
Cc1c(C(C)C)c(=O)n(-c2ccc(S(=O)(=O)NC3CCCCC3)cc2)n1C | i | 33.0 | 6.5% | 38.0% | 39.4% | 0.0% | i | 0.4 | -6.8% | 0.5 | 47 | 4.2%
NC(=O)C1CCN(C2OC(=O)c3ccccc32)CC1 (stereo unspecified) | i | 47.0 | 2.2% | -2.4% | -11.5% | 0.4% | i | 1.0 | -46.4% | -1.6 | 48 | 2.3%
N#Cc1c(-c2ccccc2)nc(SCC(=O)Nc2ccccc2F)[nH]c1=O | i | 39.7 | -0.6% | 20.5% | -22.7% | -0.2% | i | 0.3 | -10.0% | / | / | -0.6%
O=C1CC(N2CCC(c3nc4ccccc4o3)CC2)C(=O)N1 (stereo unspecified) | i | 43.4 | -6.4% | -0.7% | -23.3% | 0.1% | i | 0.1 | 8.8% | 0.0 | 65 | -3.4%
Cc1ccnc(NS(=O)(=O)c2ccc(NC(=O)Cc3cccs3)cc2)n1 | i | 14.4 | -3.7% | 19.1% | -14.7% | -0.2% | i | 0.3 | 18.5% | -2.2 | 71 | -3.7%
C/C(=N\NC(=O)COc1ccccc1[N+](=O)[O-])c1cccs1 | i | 28.0 | 3.7% | -54.2% | 2.9% | 0.6% | i | 0.2 | -5.1% | 0.6 | 57 | -3.4%
Cc1cc(C)cc(NC(=O)c2cc(S(=O)(=O)NCc3ccco3)ccc2F)c1 | i | 50.0 | 14.2% | -10.2% | -22.1% | -0.1% | i | 1.9 | 20.4% | 2.8 | 58 | -3.4%
COc1ccccc1NC(=O)CSc1nnc(Cn2c(=O)sc3ccccc32)n1C | i | 64.8 | 8.9% | 0.6% | -34.9% | 0.0% | i | 1.4 | 0.3% | -4.6 | 38 | 0.7%
Cc1ccc(NC(=O)CSc2nn3c(=O)c(C)nnc3s2)cc1Cl | i | 38.6 | -2.1% | 6.5% | -19.1% | -0.1% | i | 12.5 | 2.3% | 1.5 | 46 | 5.3%
O=C(COC(=O)c1cc(-c2cccc(Br)c2)nc2ccccc12)NCC1CCCO1 (stereo unspecified) | i | 64.2 | -9.5% | -15.4% | -15.9% | 0.1% | i | 0.3 | -33.6% | 4.2 | 35 | -3.8%
Cc1cc(OCC(=O)Nc2ccc(CN3CCOCC3)cc2)c2c(C)cc(=O)oc2c1 | i | 8.2 | 17.5% | -4.0% | -33.0% | -0.2% | i | 3.1 | -19.3% | 3.1 | 61 | 6.6%
O=C(CN1CCC(n2nnc3cc(F)ccc32)CC1)N1CCc2ccccc2C1 | i | 30.0 | 5.4% | 1.4% | 5.8% | -0.2% | i | 6.4 | 12.1% | 0.2 | 54 | 2.4%
Cc1c(/C=N/NC(=O)c2cccnc2)c2ccccc2n1Cc1ccccc1 | i | 58.2 | 0.9% | 10.8% | 38.8%* | 0.6% | i | 0.1 | -0.9% | 4.3 | 45 | 0.3%
Cc1ccc(S(=O)(=O)NC(CC(=O)NC2CCCC2)c2ccco2)cc1 (stereo unspecified) | i | 44.4 | 1.7% | -12.7% | -1.6% | 0.0% | i | 0.9 | 19.3% | 2.0 | 62 | -1.7%
COc1cc(C(=O)Nc2c(-c3ccccn3)c(=O)c3ccccc3n2C)cc(OC)c1OC | / | / | -5.1% | 16.4% | 12.9% | 0.2% | / | / | -41.7% | / | / | -11.0%

A portion of the library (hit frequency here may not be typical).
